# Screening results as filed in PubChem.
# FadD28 binding – M. tuberculosis FadD28 bisubstrate binding inhibition; inhibition, % at 12.5 µM; actives 0.22% (n = 360,000); FadD28 bisubstrate probe binding, fluorescence polarization; AID 588549; in the data active = inhibition above about 8.5%, passing the limit was not always enough; inconclusive = no clear call, values can overlap the other calls
# CCHF vOTU inh – CCHFV vOTU protease inhibition; Pep-AMC fluorescence; inhibition, % at 11.5 µM; actives 0.55% (n = 370,000); AID 651958; note: 0% = vehicle wells with enzyme and 100% = no enzyme wells
# BoNT F protease – inhibitors of Botulinum neurotoxin F light chain protease; AID 588497; actives 0.22% (n = 360,000); Multiplex microsphere protease cleavage assay, flow cytometry; inhibition, % at 10 µM; in the data active = inhibition above about 35%, passing the limit was not always enough; inconclusive = no clear call, values can overlap the other calls; note: plate controls were buffer without enzyme for full effect and enzyme alone for no effect
# MazEF act – MazEF (E. coli) toxin RNase activation; FAM/BHQ RNA-DNA oligo cleavage fluorescence, 5 h; AID 504720; actives 0.32% (n = 350,000); activation, % at 20 µM; in the data active = activation above about 50%
# Target sequence (P0AE70 whole entry, looked up): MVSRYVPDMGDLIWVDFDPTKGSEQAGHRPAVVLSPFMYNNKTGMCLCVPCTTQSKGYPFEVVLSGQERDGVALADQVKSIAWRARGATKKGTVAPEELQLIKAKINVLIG
# UGM FP inh – blocks M. tuberculosis UGM enzyme | purified UGM, fluorescence polarization probe displacement | inhibition, % at 10 µM | actives 0.06% (n = 320,000); in the data active = inhibition above about 10%, passing the limit was not always enough; inconclusive = no clear call, values can overlap the other calls
# Target sequence (P9WIQ1 whole entry, looked up): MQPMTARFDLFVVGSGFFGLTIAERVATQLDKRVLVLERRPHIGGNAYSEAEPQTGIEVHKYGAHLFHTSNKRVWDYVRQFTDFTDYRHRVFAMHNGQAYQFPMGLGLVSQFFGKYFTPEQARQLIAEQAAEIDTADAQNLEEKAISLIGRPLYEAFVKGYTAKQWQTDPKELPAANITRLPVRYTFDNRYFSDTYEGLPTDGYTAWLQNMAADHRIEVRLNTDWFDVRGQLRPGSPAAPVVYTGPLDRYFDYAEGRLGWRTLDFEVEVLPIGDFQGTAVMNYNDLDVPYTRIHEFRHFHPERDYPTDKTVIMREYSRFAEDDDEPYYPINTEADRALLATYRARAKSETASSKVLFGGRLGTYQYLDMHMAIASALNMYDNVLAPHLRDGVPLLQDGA
# Mtb FBA inh – inhibitors of M. tuberculosis fructose-bisphosphate aldolase | purified M. tuberculosis FBA, fluorescence read-out | inhibition, % at 1 µM | actives 2.3% (n = 360,000) | AID 588726; in the data active = inhibition above about 27%;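 note: 0% = vehicle and 100% = reference inhibitor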
# GDH-TPI inh – inhibits GDH-TPI coupling enzymes, artifact for Mtb FBA screen; GDH-TPI coupled enzyme counterscreen, NADH absorbance; inhibition, % at 4.8 µM; actives 1.2% (n = 360,000);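 note: 0% = DMSO wells and 100% = wells lacking the enzyme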
# Rv3671c protease – inhibitors of M. tuberculosis serine protease Rv3671c; AID 2606; actives 0.048% (n = 320,000); inhibition, % at 5.96 µM; in the data active = inhibition above about 38%;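 note: extracellular domain of Rv3671c used as enzyme; 0% = enzyme with DMSO and 100% = no enzyme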
# Target sequence (P9WHR9 whole entry, looked up, the tested form may be a part): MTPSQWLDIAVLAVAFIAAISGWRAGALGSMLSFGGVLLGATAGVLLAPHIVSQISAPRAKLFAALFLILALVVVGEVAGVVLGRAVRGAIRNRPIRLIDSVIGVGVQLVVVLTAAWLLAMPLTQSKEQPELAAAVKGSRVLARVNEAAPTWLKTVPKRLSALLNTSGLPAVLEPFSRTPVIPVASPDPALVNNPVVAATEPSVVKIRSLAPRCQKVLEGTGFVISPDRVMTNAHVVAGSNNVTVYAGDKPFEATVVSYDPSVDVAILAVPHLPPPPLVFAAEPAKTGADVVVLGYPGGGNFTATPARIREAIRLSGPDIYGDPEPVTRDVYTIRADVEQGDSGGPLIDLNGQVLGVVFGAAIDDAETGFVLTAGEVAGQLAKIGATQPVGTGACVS
# VHR inh abs – inhibitors of human VHR1 phosphatase (DUSP3); inhibition, % at 13.3 µM; actives 0.52% (n = 290,000); P51452; recombinant VHR phosphatase, pNPP absorbance; in the data active = inhibition above about 50%; note: some compounds called inactive have numbers as strong as hits
# Target sequence (P51452 whole entry, looked up): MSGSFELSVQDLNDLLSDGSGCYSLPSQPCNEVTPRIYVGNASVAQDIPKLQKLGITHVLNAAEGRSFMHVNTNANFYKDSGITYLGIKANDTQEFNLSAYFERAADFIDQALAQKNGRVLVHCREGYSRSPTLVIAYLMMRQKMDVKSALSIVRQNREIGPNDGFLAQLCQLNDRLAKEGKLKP
# BioA inh – blocks M. tuberculosis BioA enzyme activity. purified M. tuberculosis BioA enzyme, plate reader. inhibition, % at 9.99 µM. actives 0.096% (n = 360,000). AID 602481; in the data active = inhibition above about 40%; inconclusive = no clear call, values can overlap the other calls
# Starred values were filed as active, the others as inactive; ? = inconclusive; . = not tested or not shown. Cut-off read from the data, not from the text of the source, unless noted: active = inhibition above about 30%; inactive = the rest.
[1] CN(C)N1C(N)=C(C#N)C(c2ccsc2)C2=C1CC(C)(C)CC2=O (stereo not given)
[2] C[C@H](NCCc1ccc(O)cc1)[C@H](O)c1ccc(O)cc1
[3] CC1CCN(C(=S)c2cn(Cc3ccc(F)cc3)c3ccccc23)CC1
[4] CN1CCc2c1nc1ccccc1c2N=C1CCCN1Cc1ccccc1
[5] COc1cc(NC(=O)CSc2nnnn2C2CCCC2)cc(OC)c1
[6] CC(=O)N1N=C(c2ccc(C)o2)CC1c1cccc(F)c1 (stereo not given)
[7] CC(=O)NC12CC3CC(C1)CC(C(=O)NCC(=O)Nc1c(C)cc(C)cc1C)(C3)C2
[8] CCCn1c(=O)[nH]c(=O)c2c(C(=O)OCC)cc(-c3cccs3)nc21
assay / entry	1	2	3	4	5	6	7	8
FadD28 binding	-2.2	-2.6	-2.8	-2.5	-2.0	-1.2	-1.6	0.5
Rv3671c protease	5.0	1.4	2.0	-0.5	-0.2	9.9	6.8	2.6
UGM FP inh	2.1	-2.3	0.3	-1.6	1.6	-0.5	-3.9	1.0
MazEF act	7.7	6.7	-0.4	-7.2	-6.3	-0.3	-2.0	-37.2
VHR inh abs	-3.6	.	35.8	16.6	0.5	16.6	.	22.2
CCHF vOTU inh	-7.9	-0.2	13.7	2.1	6.3	7.0	-2.0	-161.3
Mtb FBA inh	-0.6	-0.1	-9.7	11.6	-1.7	4.2	3.6	88.8*
GDH-TPI inh	10.1	-0.5	6.9	10.4	11.3	2.2	3.2	8.8
BoNT F protease	3.5	-9.3	-11.6	-3.2	-15.1	-1.2	4.5	-0.6
BioA inh	-0.3	-0.9	-1.0	.	0.3	-0.2	1.5	-0.6

# Reprinted from the part before: 3 compounds, then new ones.
[6] CC(=O)N1N=C(c2ccc(C)o2)CC1c1cccc(F)c1 (stereo not given)
[7] CC(=O)NC12CC3CC(C1)CC(C(=O)NCC(=O)Nc1c(C)cc(C)cc1C)(C3)C2
[8] CCCn1c(=O)[nH]c(=O)c2c(C(=O)OCC)cc(-c3cccs3)nc21
[9] Cc1ccc(C(=O)O/N=C(\N)c2cccnc2)cc1[N+](=O)[O-]
[10] CCN(CC)c1ccc(/C=N/NC(=O)CCC(=O)NCc2ccccc2)c(O)c1
[11] COc1cccc(CNc2nc3ccccc3n2C)c1O
[12] Cn1c(COc2ccc3ccccc3c2)nnc1SCC(N)=O
[13] Cc1ccc(NC(=O)C2(N(C(=O)Cn3nnnc3N)c3ccc(C)cc3)CCCCC2)cc1
[14] CC1CCCC(C)N1C(=O)COC(=O)COc1ccc(C#N)cc1 (stereo not given)
[15] CC(C)c1ccc(/C=N/NC(=O)C(=O)NCCCN2CCOCC2)cc1
[16] CC(C)CNC(=O)C1CCN(c2ccc(S(=O)(=O)N3CCOCC3)cc2[N+](=O)[O-])CC1
assay / entry	6	7	8	9	10	11	12	13	14	15	16
FadD28 binding	-1.2	-1.6	0.5	-3.7	-0.8	-2.8	-5.2	-3.3	0.5	-0.9	-2.3
Rv3671c protease	9.9	6.8	2.6	1.0	-0.7	0.3	-7.3	6.4	-3.0	-14.3	-1.8
UGM FP inh	-0.5	-3.9	1.0	-2.0	-1.1	2.4	1.1	0.1	1.8	1.7	0.9
MazEF act	-0.3	-2.0	-37.2	7.7	5.6	0.4	2.2	-4.1	0.8	7.8	-7.1
VHR inh abs	16.6	.	22.2	-2.7	-3.9	-19.7	31.6	1.4	.	-1.0	15.2
CCHF vOTU inh	7.0	-2.0	-161.3	-8.2	8.0	4.1	-1.1	3.8	1.4	-4.6	-4.5
Mtb FBA inh	4.2	3.6	88.8*	1.5	4.8	1.2	-2.0	-7.2	2.9	4.2	-0.6
GDH-TPI inh	2.2	3.2	8.8	-4.9	39.9*	16.8	-10.1	12.9	-3.5	7.9	1.6
BoNT F protease	-1.2	4.5	-0.6	-2.2	-0.6	?	1.3	4.6	2.9	2.4	-2.7
BioA inh	-0.2	1.5	-0.6	.	.	1.7	0.1	2.6	-1.2	1.2	.

[17] O=C(O)CN1C(=O)CSC1=S
[18] O=C(N/C(=C\c1ccccc1)C(=O)N1CCCCC1)c1ccc(Br)o1
[19] Clc1ccc(CNc2nnnn2-c2ccccc2)c(Cl)c1
[20] Cc1cc(=O)oc2cc(OCC(=O)N(C)C3CCS(=O)(=O)C3)c(Cl)cc12 (stereo not given)
[21] COc1cccc(NC(=S)Nc2ccc(O)cc2)c1
[22] c1ccc(C2CC(c3cccs3)Nc3nnnn32)cc1 (stereo not given)
[23] O=C1CCN(S(=O)(=O)c2ccccc2)CCN1CCOCc1ccc(C(F)(F)F)cc1
[24] CN(C)S(=O)(=O)c1cccc(C(=O)Nc2n[nH]c(C(F)(F)F)n2)c1
assay / entry	17	18	19	20	21	22	23	24
FadD28 binding	.	-1.8	-0.5	-2.0	-2.3	-1.5	-1.4	-1.7
Rv3671c protease	.	-6.9	-0.7	4.4	-1.2	-3.5	-2.9	-3.4
UGM FP inh	-1.1	0.9	1.9	-0.1	1.6	1.3	-2.6	-2.1
MazEF act	0.2	-4.8	-10.4	8.3	7.6	1.8	6.3	6.7
VHR inh abs	13.0	14.5	15.8	-22.1	37.7	6.3	-1.2	7.4
CCHF vOTU inh	-13.1	15.8	13.3	-8.7	12.5	1.7	-7.4	4.7
Mtb FBA inh	1.3	2.9	4.2	14.5	3.4	-0.6	5.8	-2.0
GDH-TPI inh	-2.8	5.5	-1.9	6.0	-3.8	0.0	9.2	-4.6
BoNT F protease	4.5	-5.9	-4.4	2.5	-39.8	-0.9	-6.1	0.7
BioA inh	-0.8	3.8	-2.8	0.6	-0.9	.	0.1	-1.1

[25] CCOC(=O)N1CCN(c2cc(=O)n(-c3ccc(OC)cc3)c(=O)[nH]2)CC1
[26] CCOc1ccccc1Oc1coc2cc(OC)ccc2c1=O
[27] O=C(CSc1nnc(CNC(=O)c2ccccc2)o1)NCc1ccc(F)cc1
[28] N#Cc1ccccc1NC(=O)COC(=O)c1ccc(F)cc1F
[29] Cc1cccc(OCCC(=O)NCC(=O)Nc2cccc(C)c2C)c1
[30] CCOc1ccc(N2C(=O)CC(SC(=NC)Nc3ccc4c(c3)OCO4)C2=O)cc1 (stereo not given)
[31] Cc1nc2ccsc2c(=O)n1-c1ccc(Cl)cc1
[32] COc1ccccc1Nc1nc(N)nc(CSc2ncccn2)n1
assay / entry	25	26	27	28	29	30	31	32
FadD28 binding	-2.0	-3.9	-2.9	0.7	-2.8	-5.4	-4.8	-3.2
Rv3671c protease	-0.5	1.8	-3.9	-4.0	-1.1	2.0	4.4	0.1
UGM FP inh	2.7	1.2	0.1	2.6	-1.3	-1.1	1.1	0.7
MazEF act	8.4	-0.1	-6.2	4.8	-4.6	3.4	-7.1	-4.3
VHR inh abs	-4.0	-4.6	5.9	53.3*	-1.0	34.6	-4.8	15.6
CCHF vOTU inh	0.2	2.8	12.0	-18.8	1.7	7.4	-5.9	-5.7
Mtb FBA inh	2.0	-11.0	-1.5	-2.2	-4.7	-0.5	-6.8	3.3
GDH-TPI inh	-7.9	-15.6	-3.0	-1.9	0.8	-1.7	4.2	2.4
BoNT F protease	0.6	4.3	7.1	4.1	0.1	?	10.1	1.7
BioA inh	-1.6	-0.7	0.0	-2.2	-2.1	0.6	.	1.7

[33] Cc1ccc(N/N=C(\C#N)C(N)=S)cc1C
[34] CCn1c(CC(=O)Nc2ccccc2F)nnc1SCC(=O)Nc1nnc(C)s1
[35] Cc1coc2c1c(C)cc1oc(=O)c(CC(=O)NCC(=O)O)c(C)c12
[36] CCCC(=O)Nc1ccc(Cl)c(NC(=O)C(C)(C)C)c1
[37] Cc1ccccc1N(C(=O)c1csnn1)C(C(=O)NC1CCCCC1)c1ccncc1 (stereo not given)
[38] CCCCN(C(=O)c1cccs1)C1CCS(=O)(=O)C1 (stereo not given)
[39] COc1ccc(NC(=O)COC(=O)c2ncc(Cl)c(Cl)c2Cl)c(OC)c1
[40] Cc1cc(OCC(=O)NCc2ccccn2)c2c(C)cc(=O)oc2c1
assay / entry	33	34	35	36	37	38	39	40
FadD28 binding	-0.5	-3.0	-0.7	-0.2	-2.1	-3.7	-1.2	-2.9
Rv3671c protease	-2.2	-0.8	.	-1.1	5.0	-0.6	-12.7	-1.6
UGM FP inh	3.0	-1.4	1.5	-2.8	1.6	0.2	-0.7	-1.8
MazEF act	3.1	1.0	-2.4	3.4	-8.1	-7.0	-0.9	8.7
VHR inh abs	14.7	11.5	9.5	3.6	14.4	.	-3.6	16.6
CCHF vOTU inh	2.8	0.5	-82.5	-13.1	-2.9	-5.4	6.0	-23.9
Mtb FBA inh	-6.2	2.1	101.1*	0.8	0.0	-1.1	-1.2	79.4*
GDH-TPI inh	4.5	-5.0	18.9	5.4	1.6	-3.9	3.6	3.0
BoNT F protease	-1.3	28.8	9.4	-7.9	-5.0	-2.5	6.1	-0.1
BioA inh	.	-0.7	0.7	-1.4	-0.7	0.9	-0.6	0.1

[41] CN1CCN(C2Cc3ccc(Cl)cc3Sc3ccc(F)cc32)CC1 (stereo not given)
[42] CNNC(=S)NCCC1=CCCCC1
[43] CC(=O)NC1C(OC(=O)Cc2ccccc2)OC(COC(C)=O)C(OC(C)=O)C1OC(C)=O (stereo not given)
[44] Cc1nc2nc(C)c(NS(=O)(=O)c3cccs3)c(=O)n2[nH]1
[45] Cc1cc(/C=C2\C(=O)NC(=O)N(Cc3ccccc3Cl)C2=O)c(C)n1-c1ccc(C(=O)O)cc1
[46] CC(=O)Nc1ccc(SCC(=O)c2c(N)n(Cc3ccccc3)c(=O)n(C)c2=O)cc1
[47] CCOC(=O)C1(CCOC)CCN(C2C3CC4CC(C3)CC2C4)CC1 (stereo not given)
[48] CC1(C)N=c2ccc([N+](=O)[O-])c(N)c2=[N+]1[O-]
assay / entry	41	42	43	44	45	46	47	48
FadD28 binding	-9.3	-0.8	-1.5	-0.5	-1.2	0.9	-2.5	-0.7
Rv3671c protease	-1.8	12.2	-2.7	-4.1	-6.2	0.1	3.2	-2.2
UGM FP inh	1.0	-0.8	-0.5	0.7	-1.4	0.0	-1.4	0.0
MazEF act	9.7	-0.6	6.0	6.9	59.1*	-15.9	5.1	0.3
VHR inh abs	.	22.8	23.4	-31.7	11.0	1.4	17.4	44.7
CCHF vOTU inh	-12.6	-11.6	-6.5	4.5	7.7	7.3	1.3	16.0
Mtb FBA inh	0.0	-1.6	-1.4	2.1	-1.2	5.0	5.6	-6.3
GDH-TPI inh	18.6	-4.9	-4.7	0.0	4.8	9.2	3.8	24.9
BoNT F protease	.	?	5.6	7.8	6.6	3.9	2.2	.
BioA inh	0.0	.	.	-0.7	.	-0.9	0.1	.

[49] Cc1cc(C)n(-c2nc3ccccc3c(=O)n2OCc2ccc(F)cc2)n1
[50] COc1ccc(F)cc1S(=O)(=O)N1CCC2(CC1)OCCN2S(=O)(=O)c1cccs1
[51] COc1ccccc1CNC(=O)C1(C)CCN1C(=O)Cc1ccc(-c2ccccc2)cc1 (stereo not given)
[52] CC(C)NC(=S)NNC(=O)C12CC3CC(CC(C3)C1)C2
[53] O=S(=O)(NCC(c1ccccc1)N1CCNCC1)c1ccc(Cl)cc1 (stereo not given)
[54] Cc1ccc(Sc2c(C)nn(C(=O)CNS(=O)(=O)c3ccc(F)cc3)c2C)cc1
[55] CCc1nc2ccc(C(=O)Nc3cccc(NS(C)(=O)=O)c3)cn2c1N(C)Cc1nccn1C
[56] O=C(c1cc2ncccn2n1)N1CCc2c([nH]c3ccccc23)C1c1ccccc1F (stereo not given)
assay / entry	49	50	51	52	53	54	55	56
FadD28 binding	-1.1	0.1	0.3	-1.5	-7.3	-7.1	-1.6	0.2
Rv3671c protease	-6.3	1.2	.	3.6	-5.8	-4.6	.	4.8
UGM FP inh	-1.1	0.2	.	2.9	1.6	3.5	.	-0.9
MazEF act	5.0	0.7	.	-17.1	5.5	-21.9	.	12.6
VHR inh abs	5.9	.	.	24.0	8.4	-2.7	.	21.7
CCHF vOTU inh	15.2	-4.2	2.7	-7.7	-0.6	-5.4	-0.6	5.5
Mtb FBA inh	1.4	-0.6	3.6	-3.7	2.9	-5.7	5.5	-1.6
GDH-TPI inh	11.6	-7.9	9.3	0.7	-9.5	10.7	17.4	4.1
BoNT F protease	-20.5	-8.4	-0.4	-1.7	-6.6	-7.4	-0.5	7.8
BioA inh	7.1	0.6	-1.3	-0.5	-1.0	.	-1.1	.
